Screens (PubChem BioAssay)
TRPC4 agonist: activators of mouse TRPC4 channel, primary screen, Fluo4 calcium, HEK293 TRPC4beta/mu-opioid cells; 310,000 compounds, 0.49% hits; Fluo4 calcium fluorescence; hits give high values; B-score at 10 µM;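 active = B-score above 5 SD of library B-scores, and initial fluorescence ratio not above library mean plus 5 SD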;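 also: positive B-score marks a calcium rise read as TRPC4 activation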
Target sequence (Q9QUQ5 whole entry, looked up): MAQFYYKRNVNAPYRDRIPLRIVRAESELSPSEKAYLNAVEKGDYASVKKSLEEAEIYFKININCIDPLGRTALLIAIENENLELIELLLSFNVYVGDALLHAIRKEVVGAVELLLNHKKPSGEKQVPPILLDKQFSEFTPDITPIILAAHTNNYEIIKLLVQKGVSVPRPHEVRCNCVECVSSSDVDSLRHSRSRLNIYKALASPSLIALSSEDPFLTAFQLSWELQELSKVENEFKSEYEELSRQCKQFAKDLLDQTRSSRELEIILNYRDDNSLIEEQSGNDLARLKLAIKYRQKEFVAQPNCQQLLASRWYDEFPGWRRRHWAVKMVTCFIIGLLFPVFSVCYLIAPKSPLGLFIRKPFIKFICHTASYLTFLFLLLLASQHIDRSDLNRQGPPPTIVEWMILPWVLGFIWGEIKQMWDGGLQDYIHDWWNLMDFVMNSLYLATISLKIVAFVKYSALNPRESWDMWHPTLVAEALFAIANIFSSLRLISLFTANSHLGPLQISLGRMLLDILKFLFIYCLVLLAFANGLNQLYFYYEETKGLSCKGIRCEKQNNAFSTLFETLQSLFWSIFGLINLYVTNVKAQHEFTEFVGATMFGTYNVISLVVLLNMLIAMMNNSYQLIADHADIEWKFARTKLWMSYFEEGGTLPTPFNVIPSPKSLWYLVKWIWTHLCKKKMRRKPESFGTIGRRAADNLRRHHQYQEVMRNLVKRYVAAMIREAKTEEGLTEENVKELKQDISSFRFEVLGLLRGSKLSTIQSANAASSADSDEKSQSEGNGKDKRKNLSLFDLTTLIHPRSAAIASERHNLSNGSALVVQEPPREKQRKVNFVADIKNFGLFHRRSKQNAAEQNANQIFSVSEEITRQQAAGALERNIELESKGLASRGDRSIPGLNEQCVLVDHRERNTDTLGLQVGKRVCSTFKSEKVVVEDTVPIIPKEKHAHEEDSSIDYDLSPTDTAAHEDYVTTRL
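Material: HEK293 stable line with TRPC4beta plus mu-opioid receptor; technique: Fluo4 calcium-sensitive dye fluorescence, kinetic, 1 Hz baseline; timing: Fluo4 dye loading 45 min at room temperature, 110 s recording; controls: assay buffer as low control, maximal DAMGO as high control; read-out: integrated baseline-normalised fluorescence ratio, converted to per-well B score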
MrgX1 agonist: agonists of human MrgX1 receptor, primary screen, HEK293 cells, Fluo-4 calcium flux; AID 588627, 2011; Mas-related G-protein coupled receptor member X1 (Homo sapiens), Q96LB2; Fluo-4 calcium fluorescence, agonist mode; hits give high values; B-score at 10 µM; 310,000 compounds, 0.44% hits;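 active = calcium response B-score plate-corrected fluorescence ratio at least 3 library SD, with starting fluorescence B-score inside 5 SD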
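Material: HEK293 cells stably expressing human MrgX1 receptor | Quantity: 15,000 cells per well | Times: Cells plated overnight, dye loaded 0.5 h 37 °C, 0.5 h room temperature | Measured by: Kinetic Fluo-4 NW fluorescence of intracellular calcium | Control set: Positive and negative controls per plate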
MrgX1 antagonist: antagonists of human MrgX1 receptor, primary screen, HEK293 cells, Fluo-4 calcium flux | B-score at 10 µM | 310,000 compounds, 1.3% hits | BAM8-22 antagonism; hits give low values | AID 588676, 2011 | Mas-related G-protein coupled receptor member X1 (Homo sapiens), Q96LB2;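 active = calcium-response B-score plate-corrected more than 3 library SD below zero, starting fluorescence within 5 deviations, no agonist response on first addition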;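 also: peak minus trough fluorescence over baseline after final BAM8-22 challenge near maximal dose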
TRPC4 PAM: positive allosteric modulators of TRPC4, primary screen, cell-based, mouse TRPC4beta, HEK293 mu-opioid, Fluo-4 calcium; Short transient receptor potential channel 4 (Mus musculus), Q9QUQ5; 310,000 compounds, 0.42% hits; B-score at 10 µM; DAMGO EC20, Fluo-4 Ca2+ flux; hits give high values;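 active = B-score of calcium response area above 5 SD of library B-scores, with initial fluorescence ratio within 5 SD of library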;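 also: B-score of integrated fluorescence ratio over time as area under calcium response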
MrgX1 allo act: positive allosteric modulators of MrgX1, primary screen, HEK293 cells, Fluo-4 calcium flux. Mas-related G-protein coupled receptor member X1 (Homo sapiens), Q96LB2. FDSS; hits give high values. B-score at 10 µM. 310,000 compounds, 0.63% hits;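 active = plate-corrected calcium response at least 3 library SD above typical, normal starting fluorescence, not activating the receptor alone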;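 also: compound read alongside a low EC10 to EC30 dose of BAM8-22 agonist; peak minus trough fluorescence over baseline measured at the second addition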
SKKanGAS inh: S. pyogenes SKKanGAS growth inhibitors in kanamycin, primary screen, streptokinase expression inhibitor project, SKKanGAS strain, BacTiter-Glo luminescence | 300,000 compounds, 1.3% hits | inhibition, % at 7.5 µM | 6 h;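 active = mean replicate score, as percent of positive control median, at least 50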;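 also: strain carries kanamycin resistance gene driven by streptokinase promoter and grows in 40 µg/ml kanamycin; loss of luminescence reflects streptokinase promoter inhibition or plain growth inhibition; 0% = median of DMSO wells and 100% = positive control at its reference dose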
TMEM16A act: TMEM16A chloride channel activators or potentiators, primary screen, cell-based, HTS | HEK293 TMEM16A/YFP-H148Q/I152L, iodide quench fluorescence; hits give low values | B-score at 10 µM | AID 623877, 2012 | 340,000 compounds, 0.3% hits | Anoctamin-1 (Mus musculus), Q8BHY3;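 active = fluorescence-ratio B-score plate-corrected deviation score at least 3 library SD below zero, with starting fluorescence score within 5 deviations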;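 also: channel opened by trigger with iodide after compound preincubation; score built on the fluorescence ratio of max minus min over baseline; more negative score means more quench and so TMEM16A activation or potentiation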
TMEM16A inh: TMEM16A chloride channel inhibitors, primary screen, cell-based, HTS; Anoctamin-1 (Mus musculus), Q8BHY3; AID 588511, 2011; HEK293 TMEM16A/YFP iodide influx fluorescence, ionomycin; normalized B-score (activity score, 25-100; higher = stronger inhibition) at 10 µM; 310,000 compounds, 1.2% hits;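 active = ratio plate-corrected score three or more library SD toward inhibition, starting fluorescence score within five deviations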;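 also: score derived from kinetic fluorescence span divided by baseline fluorescence per well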
TRPC6 activator: mouse TRPC6 channel activators, primary screen, cell-based, HEK293, membrane potential dye | 310,000 compounds, 0.13% hits | Short transient receptor potential channel 6 (Mus musculus), Q61143 | HEK293-TRPC6 membrane potential dye fluorescence; hits give high values | B-score at 10 µM;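 active = B-score of the integrated fluorescence ratio above library mean plus 3 SD, and starting fluorescence ratio within library mean plus 5 SD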;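 also: higher score means more depolarization so channel activation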
TRPC6 inhibitor: mouse TRPC6 channel inhibitors, primary screen, cell-based, HEK293, membrane potential dye | B-score at 10 µM | AID 2553, 2010 | 310,000 compounds, 1.1% hits | ACh-evoked depolarization; hits give low values | Short transient receptor potential channel 6 (Mus musculus), Q61143;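 active = B-score under library mean minus 3 SD, initial fluorescence not abnormally high, positive integrated signal ratio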;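 also: B-score derived from integrated fluorescence ratio over the kinetic read; more negative B-score means stronger inhibition of depolarization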
TRPC4 block: inhibitors of mouse TRPC4 channel, primary screen, Fluo4 calcium, HEK293 TRPC4beta/mu-opioid cells; 300,000 compounds, 0.39% hits; Short transient receptor potential channel 4 (Mus musculus), Q9QUQ5; B-score at 10 µM; DAMGO-evoked Fluo4 calcium flux; hits give low values;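 active = B-score over 3 SD under the library average, no early fluorescence shift, positive overall ratio signal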
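Assay system: HEK293 cells with stable TRPC4beta plus mu-opioid receptor expression; Probe or stimulus: DAMGO in two steps, submaximal then maximal; Dosing: single-point compound dosing; Measured by: Fluo4 calcium-dye fluorescence, kinetic read; Read-out basis: B score from integrated Fluo4 fluorescence ratio.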
An asterisk follows results filed as active; i = inactive; / = not tested or not shown.

Results follow in this order: TRPC4 agonist	MrgX1 agonist	MrgX1 antagonist	TRPC4 PAM	MrgX1 allo act	SKKanGAS inh	TMEM16A act	TMEM16A inh	TRPC6 activator	TRPC6 inhibitor	TRPC4 block
CCC(C)(C)NC(=O)C(c1ccc(F)cc1)N(Cc1ccc(OC)cc1)C(=O)c1cnccn1 (centres undefined)
→ i	i	i	i	i	-2	i	i	i	i	i
CC(=O)Nc1ccc(Nc2nc(C)nc3c2oc2ccccc23)cc1
→ i	i	i	i	i	16	/	i	i	i	i
CCCn1c(N)c(Sc2ccc([N+](=O)[O-])cc2)c(=O)n(CCC)c1=O
→ i	i	i	i	i	-4	i	i	i	i	i
Cn1ccnc1SCc1ccc(Cl)cc1Cl
→ i	i	i	i	i	4	i	i	i	i	i
CN(C)C(=O)CSc1nc(-c2ccccc2)nc2c1CCCC2
→ i	i	i	i	i	-4	i	i	i	i	i
Cc1ccc(S(=O)(=O)N2[C@@H](c3ccccc3F)C(C(=O)O)=CC[C@H]2c2cccc(Cl)c2)cc1
→ /	i	i	/	11*	/	i	i	/	/	/
COc1ccc(S(=O)(=O)N(CC(=O)NCC2CCCO2)C2CCCCC2)cc1OC (centres undefined)
→ i	i	i	i	i	-1	i	i	i	i	i
Cc1ccccc1COc1ccc2oc(C)c(C(=O)O)c2c1
→ i	i	i	i	i	0	i	i	i	i	i
COc1ccc(Cl)cc1NC(=O)Cn1nc(-c2ccc(C)cc2)n(C)c1=S
→ i	i	i	i	i	-2	i	i	i	i	i
CN(c1ccccc1)S(=O)(=O)c1nnc(NC(=O)COc2ccccc2)s1
→ i	i	i	i	i	19	i	i	i	i	i
O=C(NCCc1ccccc1)c1ccc2nccnc2c1
→ i	i	i	i	i	-7	i	i	i	i	i
CN(C(=O)c1ccccc1C(=O)OCC(=O)c1ccc(Br)cc1)c1ccccc1
→ i	i	i	i	i	3	i	i	i	i	i
CCOC(=O)c1sc(/N=C/c2c(O)ccc3ccccc23)cc1C
→ i	i	i	i	i	3	i	i	i	i	i
CCCCc1ccc(NC(=O)CN2C(=O)C3CCCCC3C2=O)cc1 (centres undefined)
→ i	i	i	i	i	-13	i	i	i	i	i
COc1ccc(C(=O)NCCn2cc(SCC(=O)Nc3cc(C)on3)c3ccccc32)cc1OC
→ i	i	i	i	i	0	i	i	i	i	i
Clc1cc(Br)ccc1OCCOCCN1CCCC1
→ i	i	i	i	i	6	i	i	i	i	i
CC(=O)n1c2ccccc2c2nc3ccccc3nc21
→ i	i	i	i	i	-1	i	i	i	i	i
CCOC(=O)c1c(NC(=O)C2=C(C)NC(=S)NC2c2ccc(C)cc2)sc(C)c1C (centres undefined)
→ i	i	i	i	i	42	i	i	i	i	i
COc1ccc(CNC(=O)/C=C/c2cc3c(cc2Br)OCO3)cc1
→ i	i	i	i	i	-1	i	i	i	i	i
COc1ccc(-c2nsc3c(N4CCN(S(=O)(=O)c5ccccc5F)CC4)ncnc23)cc1
→ i	i	i	i	i	3	i	i	i	i	i
CCOC(=O)C1(Cc2ccccc2)CCCN(C(=O)c2ccc(-n3ccnc3)cc2)C1 (centres undefined)
→ i	i	i	i	i	1	i	i	i	i	i
CC(C)N(C(=O)N1CCN(c2ccnc3cc(Cl)ccc23)CC1)C(C)C
→ i	/	/	i	/	-9	/	/	i	i	i
Cc1cc(NC(=O)CC#N)n(-c2ccccc2)n1
→ i	i	i	i	i	-13	i	i	i	i	i
COC(=O)Cc1[nH]c(=S)[nH]c1C(=O)OC
→ i	i	i	i	i	2	i	i	i	i	i
c1csc(-c2ccnc3ncnn23)c1
→ i	i	i	i	i	-2	i	i	i	i	i
Nc1c(Cl)cc(-c2csc(N3CCCC3c3nc4cc(Cl)c(Cl)cc4n3CCCO)n2)cc1Cl (centres undefined)
→ i	i	i	i	i	12	i	i	i	i	i
CC(C)C(NC(=O)c1ccccc1NC(=O)c1ccco1)C(=O)NNC(=O)c1ccncc1 (centres undefined)
→ i	i	i	i	i	-4	i	i	i	i	i
CC(C)(C)n1nnnc1C(c1ccccc1F)N1CCN(C2CCCC2)CC1 (centres undefined)
→ i	/	/	i	/	0	i	/	i	i	i
COC(=O)C(CCCN1C(=O)c2ccccc2C1=O)(NC(C)=O)c1nnn(C)n1 (centres undefined)
→ i	i	i	i	i	-11	i	i	i	i	i
CCN(CC)c1ccc(C(=O)OCc2c(C)noc2C)cc1
→ i	i	i	i	i	-16	i	i	i	i	i
CCn1c(C)[n+](Cc2ccccc2)c2ccc(Cl)cc21
→ i	i	i	i	i	-8	i	i	i	i	i
O=C1OC(Nc2ccc3ncccc3c2)c2ccccc21 (centres undefined)
→ i	i	i	i	i	-6	i	i	i	i	i
Cc1ccc2nc(SCC(=O)c3c[nH]c4ccccc34)[nH]c2c1
→ i	i	i	i	i	3	i	i	i	i	i
CC(=O)c1cccc(NC2c3ccccc3C(=O)N2Cc2ccc3c(c2)OCO3)c1 (centres undefined)
→ i	i	i	i	i	0	i	i	i	i	i
CC(C)(C)c1cc(Br)c(O)c(N=Nc2ccc(S(=O)(=O)N3CCOCC3)cc2)c1
→ i	i	i	i	i	1	i	i	i	i	i
CC1(C)CC(=O)c2c(oc3ccc(NS(=O)(=O)c4ccc(C(=O)O)cc4)cc23)C1
→ i	i	i	i	i	-7	i	i	i	i	i
CC1CCN(C(=O)COc2ccc(S(=O)(=O)N3CCOCC3)cc2)CC1
→ i	i	i	i	i	-12	i	i	i	i	i
O=C(CCc1ccccc1)N=C1SC2CS(=O)(=O)CC2N1c1ccccc1 (centres undefined)
→ i	i	i	i	i	-3	i	i	i	i	i
O=S(=O)(Nc1cccc(CCc2ccccn2)c1)c1cc(Cl)ccc1Cl
→ i	i	i	13*	i	-1	i	i	i	i	i
CC(=O)C1=C(O)C(=O)N(c2nccs2)C1c1ccc(Br)cc1 (centres undefined)
→ i	i	i	i	i	1	i	i	i	i	i
Cc1nc(-c2ccccc2)sc1C1(C)CC(c2ccc(C#N)cc2)=NO1 (centres undefined)
→ i	i	i	i	i	-1	i	i	i	i	i
O=C(NNC(=S)Nc1ccc(F)cc1F)c1ccco1
→ i	i	i	i	i	-5	i	i	i	i	i
O=c1cc(-c2ccc(O)c(O)c2)oc2c(C3O[C@H](CO)[C@@H](O)[C@H](O)[C@H]3O)c(O)cc(O)c12 (some centres undefined)
→ i	i	i	i	i	-2	i	i	i	i	i
CCC(=O)N1C(Cc2ccccc2)COC1(C)C (centres undefined)
→ i	i	i	i	i	-2	i	i	i	i	i
O=C1CCCc2ccccc2N1Cc1cccc(F)c1
→ i	i	i	i	i	-17	i	i	i	i	i
COc1ccc(C2C=C(C)Nc3ncnn32)cc1 (centres undefined)
→ i	i	i	i	i	-9	i	i	i	i	i
C[C@H](NC(=O)c1nc[nH]c1C(=O)N[C@@H](CCCCNC(=O)OC(C)(C)C)C(=O)OC(C)(C)C)C(=O)OC(C)(C)C
→ i	i	i	i	i	8	i	i	i	i	i
O=C(NCCC(=O)N1CCC2(CC1)NCCc1[nH]cnc12)c1cccc(Cl)c1
→ i	i	i	i	i	-6	i	i	i	i	i
Cc1sc2ncn(CC(=O)N3CCCCC3)c(=O)c2c1C
→ i	i	i	i	i	2	i	i	i	i	i
COc1ccc(N(CC(=O)NC2CCCC2)C(=O)c2ccc(C)s2)cc1OC
→ i	i	i	i	i	-5	i	i	i	i	i
Cc1ccc(-c2nc3ccc(NS(=O)(=O)c4ccccc4)cc3[nH]2)o1
→ i	i	i	i	i	-1	i	i	i	i	i
CC(=O)Nc1ccc(NC(=O)CN(C)S(=O)(=O)c2ccc3c(c2)CCC(=O)N3)cc1
→ i	i	i	i	i	1	i	i	i	i	i
CCCCC(=O)NS(=O)(=O)c1ccc(N=NN(CC)CC)cc1
→ i	i	i	i	i	3	i	i	i	i	i
CCCS(=O)(=O)N1CCCC(C(=O)NC(C)c2ccc3c(c2)OCCO3)C1 (centres undefined)
→ i	i	i	i	i	-6	i	i	i	i	i
Nc1ccc(OC(=O)Nc2ccc(O)cc2)cc1
→ i	i	i	i	i	2	i	i	i	i	i
CN(C)c1ccc(/C=N/n2c(-c3cccnc3)n[nH]c2=S)cc1
→ i	i	i	i	i	15	i	i	i	i	i
CC1CN=C(N(C(=O)Nc2ccccc2)c2ccc(S(=O)(=O)N3CCOCC3)cc2)S1 (centres undefined)
→ i	i	i	i	i	-5	i	i	i	i	i
CCOC(=O)c1c(-c2ccc(-c3ccccc3)cc2)csc1NC(=O)c1cccc(N2C(=O)CCC2=O)c1
→ i	i	i	i	i	14	i	i	i	i	i
COc1ccc(C2CC(c3ccc(OC)cc3)n3nc(N)nc3N2)cc1 (centres undefined)
→ i	i	i	i	i	-15	i	i	i	i	i
O=C(COC(=O)/C=C/c1ccc(OC(F)F)cc1)Nc1cccc(S(=O)(=O)N2CCCC2)c1
→ i	i	i	i	i	-14	i	i	i	i	i
